Screening results deposited in PubChem BioAssay by National Center for Advancing Translational Sciences (NCATS).
p53 reactivator: mutant p53 re-activation in reporter cells | H1299 p53-A138V BP100-luciferase reporter, luminescence, 24 h | Potency, µM (doses to about 92.2 µM), inactives show top-dose activity change, positive = activation, actives largely listed as activators | 320,000 tested, 0.063% active; also: potency is read from the fitted curve at half-maximal effect; % of control where 0% means no effect; nearly all actives have a fitted effect of over 45% in size
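p53-null H1299 cells stably carrying temperature-sensitive p53-A138V and a BP100-luciferase reporter were pinned with compounds (4-point, 1:5 series) and held 24 hrs at 37 deg C. Luminescence was read 10 min after detection reagent.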
ELG1 DNA repair: blocks ELG1-dependent DNA repair in HEK293T cells; HEK293T ELG1-luciferase reporter, luminescence, 16 h; DNA damage induced by 5-fluorouridine; Potency, µM (doses to about 46.1 µM), for inactives: top-dose activity change, negative = inhibition, actives largely listed as inhibitors; 330,000 tested, 2.3% active; also: potency is read from the fitted curve at half-maximal effect; % is scaled to controls: 0 for no effect and ±100 for the full control effect; nearly all actives have a fitted effect of over 55% in size
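In this reporter screen, reduction of luminescence relative to DMSO vehicle indicated activity. Compounds and 5-fluorouridine were added together to 2,000 cells per well, incubated for 16 hr at 37 °C, then developed with ONE-Glo.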
BRCA1 expr act: BRCA1 expression activation. MCF7-BRCA1-FFLuc reporter, luminescence, 48 h; response scale: scaled: vehicle 0%, 10 µM genistein 100%. 380,000 tested, 1.1% active. Potency, µM (top dose mostly 46.1 µM), for inactives: at the highest dose activation, most hits filed as activators; also: potency is read from the fitted curve at half-maximal effect; nearly all actives have a fitted effect of over 80% in size; some results filed as inactive show a strong effect at the top dose
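Reporter cells (MCF7, BRCA1 promoter-firefly luciferase) received library compounds across a concentration series for 48 h. End-point luminescence was measured and concentration-effect curves derived after normalization.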
a7 integrin act: activators of alpha7 integrin expression for muscular dystrophy | alpha7betagal myoblasts, beta-gal FDG fluorescence, 48 h | Potency, µM (top dose mostly 38.3 µM), without a hit: top-dose activation, most hits filed as activators | 350,000 tested, 0.064% active;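 also: potency is read from the fitted curve at half-maximal effect; 100% = response of the positive control SU9516; nearly all actives have a fitted effect of over 60% in size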
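Alpha7betagal+/- myoblasts (passage 13) were plated 16-24 hr, then exposed to compounds (1:260 dilution of DMSO stock) for 48 hours at 37C. After MPER lysis, β-galactosidase reporter activity was read as FDG fluorescence (ex 480/em 540) after 30 minutes.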
TRPV1 ag: agonists of human vanilloid receptor 1 (TRPV1); activation, % at 8.33 µM; AID 540275; Q8NER1; 320,000 tested, 0.19% active; TRPV1-expressing cells, Fluo-8 calcium influx, agonist mode; in the data active = activation above about 80%; inconclusive = between about 30% and that limit; also: 0% is about no effect
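TRPV1-expressing cells were cultured overnight at 35.5C and loaded with Fluo-8 calcium dye for 40 to 90 min at room temperature. After a 10 s baseline, compound was added and calcium influx was read kinetically for 3 min (ex 480/em 520 nm).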
B2AR arrestin: agonists driving beta-arrestin recruitment to human beta2-adrenergic receptor; beta-arrestin recruitment to beta2AR, cell-based reporter; Potency, µM (highest dose often 46.1 µM), inactives show top-dose activation, usual class: activators; 330,000 tested, 0.02% active; AID 492947;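 also: potency is read from the fitted curve at half-maximal effect; 0% = DMSO controls and full agonism = EC100 isoproterenol or metaproterenol; nearly all actives have a fitted effect of over 65% in size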
Target sequence (P07550 whole entry, looked up): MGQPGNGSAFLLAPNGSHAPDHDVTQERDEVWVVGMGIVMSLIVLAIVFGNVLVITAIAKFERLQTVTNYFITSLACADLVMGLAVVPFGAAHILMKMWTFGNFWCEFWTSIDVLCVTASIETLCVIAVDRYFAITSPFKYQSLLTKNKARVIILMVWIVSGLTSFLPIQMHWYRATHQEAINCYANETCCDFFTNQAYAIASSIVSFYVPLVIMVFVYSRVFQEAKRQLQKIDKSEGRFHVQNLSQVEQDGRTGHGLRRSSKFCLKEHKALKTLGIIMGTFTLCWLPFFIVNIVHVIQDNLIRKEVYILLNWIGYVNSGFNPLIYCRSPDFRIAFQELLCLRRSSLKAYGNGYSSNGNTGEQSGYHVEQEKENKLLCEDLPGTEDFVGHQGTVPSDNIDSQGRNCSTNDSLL
PTAP TSG101 blk: blocks PTAP/TSG101 interaction to inhibit HIV-1 budding. 340,000 tested, under 10 active. Fluorescence polarization, FITC-PTAP peptide / Tsg101 binding. Q99816. Potency, µM (series often up to 115 µM), for the others: top-dose activity change, negative = inhibition, usual class: inhibitors; active = well fitted inhibition curve with a large enough effect in the main read-out, with a control signal flat, not every such curve was filed as active; inconclusive = small, poorly fitted or top-dose-only effect, or effect the other way, or a change in a side signal; inactive = no such curve, though single readings can be large or run the other way; also: potency is read from the fitted curve at half-maximal effect; % of control where 0% means no effect
Target sequence (Q99816 whole entry, looked up): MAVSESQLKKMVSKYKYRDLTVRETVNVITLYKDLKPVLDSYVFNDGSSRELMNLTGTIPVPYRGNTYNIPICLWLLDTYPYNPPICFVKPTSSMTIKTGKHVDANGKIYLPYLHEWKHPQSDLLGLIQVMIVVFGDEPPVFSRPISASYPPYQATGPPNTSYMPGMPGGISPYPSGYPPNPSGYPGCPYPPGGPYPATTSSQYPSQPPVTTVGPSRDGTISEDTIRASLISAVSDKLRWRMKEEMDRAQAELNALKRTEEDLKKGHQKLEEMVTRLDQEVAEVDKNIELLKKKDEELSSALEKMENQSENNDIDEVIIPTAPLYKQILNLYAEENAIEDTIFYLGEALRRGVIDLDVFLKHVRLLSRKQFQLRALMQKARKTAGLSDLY
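Tsg101 binding domain (10 uM final) was mixed with compound and a FITC-labeled PTAP peptide (50 nM final) in HEPES pH 7.5 buffer with NaCl, Tween 20, EDTA and TCEP; fluorescence polarization was read after 20 min at r.t.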
CXXC DNA block: inhibitors of human MLL CXXC domain-DNA interaction; Q03164; MLL-CXXC / FITC-HOXA9 DNA fluorescence polarization; Potency, µM (series often up to 115 µM), without a hit: at the top dose activity change, negative = inhibition, usual class: inhibitors; 290,000 tested, 0.037% active; active = well fitted inhibition curve with a large enough effect in the polarisation, with a control signal flat, not every such curve was filed as active; inconclusive = small, poorly fitted or top-dose-only effect, or effect the other way, or a change in a side signal; inactive = no such curve, though single readings can be large or run the other way; the % refers to the polarisation; also: potency is read from the fitted curve at half-maximal effect
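Purified MLL-CXXC (added from a 7 uM solution) was preincubated 5 min at ambient with pinned compounds in 50 mM Tris-HCl pH 7.5, 50 mM NaCl, 1 mM DTT, 0.05% BSA. Fluorescein-labeled HOX-A9 DNA (50 nM solution) followed, 30 min, then polarization read.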
AT treatment: potential ataxia-telangiectasia treatments restoring KAP-1 phosphorylation; 320,000 tested, 0.19% active; […] A-T fibroblasts, KAP-1 phosphorylation AlphaLISA; neocarzinostatin DNA damage 30 min before lysis; Potency, µM (doses to about 57.5 µM), for inactives: at the top dose activation, most hits filed as activators; also: potency is read from the fitted curve at half-maximal effect; % of control where 0% means no effect; nearly all actives have a fitted effect of over 45% in size
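hTERT-immortalized A-T patient fibroblasts ([…]), 500 cells/well in OPTI-MEM, 1% FBS, got compounds for 60 min, then NCS for 30 min at 37C. Lysates were then assayed for phospho-KAP-1 by AlphaLISA (anti-pKAP1 donor, anti-KAP1 acceptor beads), 6 hr at 25C.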
TCR activator: activates T cell receptor signaling; primary human leukocytes, anti-CD3, IL-2 HTRF, 48 h; Potency, µM (series often up to 9.22 µM), for the others: at the top dose activation of IL-2 secretion, usual class: activators; 330,000 tested, under 10 active; also: % of control where 0% means no effect
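Human primary leukocytes + a-CD3 beads + cpd, 48 hr; IL-2 in supernatant by HTRF (ex 320nm / em 665nm). No co-stimulatory signal supplied.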
* = called active by the depositor; ? = inconclusive; / = no result given; [ ] = dose if it differs, or a comment. Unless noted, calls follow the shape of the dose curve; as a rule, active = well fitted curve in the direction sought with a large enough effect; inconclusive = small, poorly fitted or top-dose-only effect, or another doubt; inactive = no such curve, though single readings can be large; an effect the other way counts as inactive or inconclusive.

Start of the listing, in advance:
SMILES | p53 reactivator | ELG1 DNA repair | BRCA1 expr act | a7 integrin act | TRPV1 ag | B2AR arrestin | PTAP TSG101 blk | CXXC DNA block | AT treatment | TCR activator
CCOC(=O)c1c(NC(=O)Cn2nc(C(F)F)cc2C(F)F)sc(C)c1C | 5% | ? | -35% | -7% | 1 | -0.1% | -3% | 1% | 0% | -1%
CCn1c(C)nc2c1C(=O)c1ccccc1C2=O | 1% | 12% | -19% | -9% | -2 | -0.6% | -4% | -8% | 0% | 4%
O=C(NCc1cc(C(F)(F)F)ccc1Cl)c1cccc2c1C(=O)c1ccc(N3CCC(Cc4ccccc4)CC3)cc1S2(=O)=O | -5% | 9% | 0% | 9% | / | 0.1% | ? | / | -3% | 9%
O=c1c(-c2cccc([N+](=O)[O-])c2)[n+]([O-])c2ccccc2n1O | -1% | 2% | -12% | -1% | -2 | -1.1% | -1% | -9% | -10% | -5%
O=C(COC(=O)c1ccc(O)cc1)Nc1ccc2c(c1)OCCO2 | ? | ? | ? | -2% | / | -0.2% | 0% | / | 1% | -2%[46.1 µM]
COc1ccc(-n2c(=O)c3ccccc3n(CC(=O)Nc3cc(C)on3)c2=O)cc1OC | -8% | 3% | -19% | 12% | -2 | -0.6% | -7% | 1% | -3% | -2%

Main list, from the first entry:
SMILES | p53 reactivator | ELG1 DNA repair | BRCA1 expr act | a7 integrin act | TRPV1 ag | B2AR arrestin | PTAP TSG101 blk | CXXC DNA block | AT treatment | TCR activator
CCOC(=O)c1c(NC(=O)Cn2nc(C(F)F)cc2C(F)F)sc(C)c1C | 5% | ? | -35% | -7% | 1 | -0.1% | -3% | 1% | 0% | -1%
CCn1c(C)nc2c1C(=O)c1ccccc1C2=O | 1% | 12% | -19% | -9% | -2 | -0.6% | -4% | -8% | 0% | 4%
O=C(NCc1cc(C(F)(F)F)ccc1Cl)c1cccc2c1C(=O)c1ccc(N3CCC(Cc4ccccc4)CC3)cc1S2(=O)=O | -5% | 9% | 0% | 9% | / | 0.1% | ? | / | -3% | 9%
O=c1c(-c2cccc([N+](=O)[O-])c2)[n+]([O-])c2ccccc2n1O | -1% | 2% | -12% | -1% | -2 | -1.1% | -1% | -9% | -10% | -5%
O=C(COC(=O)c1ccc(O)cc1)Nc1ccc2c(c1)OCCO2 | ? | ? | ? | -2% | / | -0.2% | 0% | / | 1% | -2%[46.1 µM]
COc1ccc(-n2c(=O)c3ccccc3n(CC(=O)Nc3cc(C)on3)c2=O)cc1OC | -8% | 3% | -19% | 12% | -2 | -0.6% | -7% | 1% | -3% | -2%
S=c1[nH]nc(COc2ccc(Cl)cc2)o1 | 14% | 1% | -12% | 2% | 0 | -0.2% | -1% | -1% | -11% | -3%
Cc1ccc(C(=O)N/N=C2/NC(=O)CC(C(=O)Nc3ccccc3)S2)cc1 (configuration not stated) | -5% | 6% | -10% | 19% | -5 | 0.4% | -2% | 1% | 4% | 1%[46.1 µM]
Cc1cccc(CCNC(=O)C2CCCN(S(=O)(=O)c3cnc[nH]3)C2)c1 (configuration not stated) | -2% | -1% | -5% | -13% | -6 | -0.3% | -2% | 0% | 2% | -2%
CCOC(=O)C1=NN(C(=O)c2ccccc2)C(O)(c2ccc(C)cc2)C1 (configuration not stated) | 8% | -1% | -28% | 6% | 13 | -0.6% | 2% | 61%[activator] | -9% | -4%[46.1 µM]
O=C(Nc1ccccc1)c1cc2n(n1)C(C(F)(F)F)CC(C1CC1)N2 (configuration not stated) | 21% | ? | 47% | 21% | 2 | -0.1% | -8% | -6% | 1% | -4%
COc1ccc(C(CC(=O)NCc2ccco2)c2ccc(F)cc2)cc1 (configuration not stated) | -19% | -15% | -2%[1.84 µM] | 7% | ? | -1.0% | -1% | 1% | 1% | 8%
COc1ccccc1S(=O)(=O)Nc1ccc2nc(C)sc2c1 | -2% | 0% | 1% | -2% | / | -0.9% | -6% | / | 3% | -3%
COc1ccc(-n2c(-c3ccc(Cl)cc3)c[n+]3c2CCc2ccccc2-3)cc1 | 0% | 2.3µM* | -74% | -53% | -1 | -0.3% | -1% | 13% | 3% | 4%
CC/C(=N\NC(=O)c1ccc2c(c1)OCO2)c1ccccc1 | ? | ? | 40% | 28% | ? | -0.2% | -2% | 7% | -5% | 1%
O=C(COc1cccc(C(F)(F)F)c1)Nc1cccc(S(=O)(=O)NC2=NCCCCC2)c1 | / | / | 7% | -12% | / | / | 3% | / | / | 0%
Cc1ccc(/C=C/C(=O)Nn2cnnc2)cc1 | 17% | -4% | -37% | -10% | 18 | 0.1% | -5% | 31%[activator] | 6% | 1%
Cc1cc(C)c(NS(=O)(=O)c2c(C(=O)N3CCOCC3)c(C)n(C)c2C)c(C)c1 | 0% | ? | -3% | 8% | -2 | -0.1% | 1% | 2% | -4% | 2%
Cc1ccc(CNC(=O)CSc2nc3ccccc3[nH]2)cc1 | / | 19% | -9% | -15% | ? | -0.9% | -4% | -2% | 4% | 1%
CCC(C)NC(=O)CN1C(=O)C(CC)Sc2ccccc21 (configuration not stated) | -2% | 9% | 0% | ? | 12 | -0.1% | -3% | -3% | -3% | 1%
COc1cc(OC)cc(-c2nn[nH]n2)c1 | -3% | -3% | -28% | -15% | 0 | -0.6% | -1% | 3% | -6% | 4%
Cn1c(=O)c2c(nc(CN3CCN(C(c4ccccc4)c4ccccc4)CC3)n2CC(N)=O)n(C)c1=O | 2% | 0% | 7% | 18% | 1 | -0.1% | -1% | -5% | 2% | 6%
CC(=O)N1NC(=Nc2ccccc2)SC1(C)C | 0% | -6% | -19% | 16% | 13 | -0.4% | 0% | 5% | -1% | /
O=C(C(=O)N1CCCCC1)c1c(-c2ccccc2)[nH]c2ccccc12 | 0% | 0% | -17% | -14% | ? | 0.4% | -6% | -3% | -2% | -3%
O=C(c1ccco1)N1CCN(C(c2ccccc2F)c2nnnn2Cc2cccs2)CC1 (configuration not stated) | 13% | -4% | -20% | 13% | -1 | 0.1% | -2% | 0% | 0% | 4%
O=S(=O)(c1ccc(Br)cc1)n1c(Cc2ccccc2)nc2ccccc21 | -7% | 5% | 18% | -20% | 3 | -0.1% | -5% | 4% | -7% | -8%[46.1 µM]
COc1cccc(NC(=O)CN(C)CC(=O)Nc2ccc(Br)cc2)c1 | -7% | 6% | 3% | 4% | 26 | 0.0% | -4% | -10% | 8% | 2%
CCCOc1ccc(C2c3c(oc4cc(C)c(C)cc4c3=O)C(=O)N2CCCN2CCOCC2)cc1 (configuration not stated) | 0% | ? | 0% | 26% | / | -1.4% | -3% | -10% | -16% | -7%
CCOC(=O)C1=C(NC(=O)c2ccc(Br)o2)Nc2ccccc2N=C1 | -12% | ? | -7% | -18% | -2 | -0.4% | -5% | 0% | -1% | 2%
COc1cc(NC(=O)c2cccc(Cl)c2)ccc1NC(=O)c1cccs1 | -2% | ? | 41% | 33% | 2 | 0.2% | -5% | 7% | 2%[11.5 µM] | 2%
CN(C(=O)COC(=O)c1cc(-c2ccccc2Cl)nc2ccccc12)C1CCS(=O)(=O)C1 (configuration not stated) | -2% | 15% | -5% | 10% | 14 | -0.4% | -6% | -1% | -9% | -8%[46.1 µM]
C#CCOCCOCCOCCNc1nc(N2CCN(C(=O)[C@H](CCC(=O)O)n3cc([C@@H](N)CCCCN)nn3)CC2)nc(N2CCN(C(=O)[C@H](CCCCN)n3cc([C@@H](N)CC(N)=O)nn3)CC2)n1 | -1% | 13% | 0% | 5% | / | 0.5% | 0% | / | -1% | 5%
O=C(Nc1ccccc1C(F)(F)F)c1c(F)cccc1Cl | 9% | 2% | 3% | 23% | 0 | 0.4% | -1% | -3% | -2% | 9%
CNC(=O)COC(=O)c1cc2c(s1)CCCC2 | 9% | 7% | -7% | -20% | ? | -0.9% | -1% | 5% | 1% | 0%
Cc1ccccc1OCC(=O)N/N=C/c1sc(=O)n(Cc2cccc(C(=O)O)c2)c1Cl | -1% | -8% | -17% | 10% | 7 | 14% | 0% | 51%[activator] | 3% | 1%
CN(C)Cc1cc(CCNC(=O)c2ccc(Cl)cc2)ccc1O | 10% | ? | -31% | -23% | -3 | -0.9% | -3% | -7% | -6% | 1%
COc1cc(/C=C/C(=O)OCC(=O)Nc2cc(S(=O)(=O)N3CCCCC3)ccc2C)ccc1O | -3% | ? | 0% | -24% | ? | 0.0% | -3% | 0% | -4% | -2%[46.1 µM]
